Screening data: PubChem, several laboratories
CYP2C9 activ = increases human cytochrome P450 2C9 activity. P11712. recombinant CYP2C9, luciferin-H conversion, luminescence; stronger effect = higher value; factor 1 = untreated enzyme, 0 = blocked. activation factor at 5 µM. actives 1.4% (n = 96,000);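 active = activation factor of 2 or more for CYP2C9 at a 5 µM dose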;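 note: 0 = sulfaphenazole-blocked wells and 1 = vehicle-only wells; values of inactives mirror those of a sister screen read the other way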
Target sequence (P11712 whole entry, looked up): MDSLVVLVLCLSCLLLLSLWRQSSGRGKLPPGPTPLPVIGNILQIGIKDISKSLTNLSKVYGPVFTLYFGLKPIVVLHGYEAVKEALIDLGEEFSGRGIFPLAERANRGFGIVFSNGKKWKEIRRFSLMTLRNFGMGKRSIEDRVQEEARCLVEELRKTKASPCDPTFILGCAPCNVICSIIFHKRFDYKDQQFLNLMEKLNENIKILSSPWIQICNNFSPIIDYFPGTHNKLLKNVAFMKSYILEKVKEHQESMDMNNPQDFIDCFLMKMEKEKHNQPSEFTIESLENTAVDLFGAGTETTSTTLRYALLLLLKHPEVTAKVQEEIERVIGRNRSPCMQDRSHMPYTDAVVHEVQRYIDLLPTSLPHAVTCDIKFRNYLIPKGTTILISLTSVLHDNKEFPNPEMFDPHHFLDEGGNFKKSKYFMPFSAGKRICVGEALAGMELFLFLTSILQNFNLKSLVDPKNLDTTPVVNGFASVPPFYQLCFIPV
PTPN22 act = LYP (human) phosphatase activation | Q9Y2R2 | recombinant LYP, DiFMUP fluorescence; 0 = plate median, 100 = signal doubled | activation, % at 2 µM | actives 0.11% (n = 96,000) | AID 697;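 active = activation at 2 µM above a set limit, the mean plus 5 SD, cut at about 37% in these data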
E coli WT exp = blocks growth of wild type E. coli BW25113; OD600 absorbance; growth inhibition, % at 100 µM; actives 0.15% (n = 98,000); AID 710;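 active = growth inhibition above about 50% at one test dose, limit read from the data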;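 note: growth measured after 20 h incubation at 37 °C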
CYP2C9 inhib = blocks human cytochrome P450 2C9; P11712; CYP2C9 Supersomes, luciferin-H conversion, luminescence; inhibition, % at 5 µM; actives 20% (n = 96,000);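 active = blocking of liver enzyme CYP2C9 beyond about 50% at 5 µM, limit read from the data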; note: values of inactives mirror those of a sister screen read the other way
LYP inh 2 = blocks human PTPN22 phosphatase activity. inhibition, % at 2 µM. AID 640. Q9Y2R2. actives 0.21% (n = 96,000). recombinant LYP catalytic domain, DiFMUP fluorescence;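 active = inhibition at 2 µM at or above a set limit, the screen mean plus 3 SD, cut at about 24% in these data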;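 note: 0% = DMSO with enzyme and 100% = enzyme fully blocked by orthovanadate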
PostGolgi yeast = growth inhibition of a yeast mutant, post-Golgi transport screen; post-Golgi transport phenotypic cell assay; actives 0.9% (n = 98,000); inhibition, % at 10 µM;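 note: yeast cells grown in 1536-well plates; yeast grown about 18 h at 30C before absorbance read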
hDAT+cocaine = human DAT dopamine uptake with cocaine, either direction. Q01959. LLC-PK1 hDAT cells, [14C]-dopamine uptake with cocaine IC80; actives deviate in either direction. AID 449768. actives 1.3% (n = 110,000). B-score at 10 µM;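 active = Z score or B-score, a plate-position-corrected score, falls beyond the plate's 99.7% confidence bounds, in either direction; inactive = both scores lie inside the 99.7% bounds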;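 note: scored against the spread of the other compound wells on the same plate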
PostGolgi ctrl = inhibits growth of the yeast control strain | efflux-deficient yeast background strain, growth absorbance A615, 16 h | inhibition, % at 10 µM | actives 5% (n = 98,000)
PTK2B oligo ant = Pyk2 (human) oligomerization antagonism | z-score (the deposit names both 25 µM and 10 µM) | Q293 cells, Pyk2 FERM NanoBiT luminescence; stronger effect = lower value | Q14289 | actives 0.83% (n = 99,000);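 active = Z-score of -3 or lower, scaled per plate to the spread of control and sample wells; inactive = z-score above -3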;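 note: negative z-score means lost luminescence so less FERM oligomerization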
Starred values were filed as active, the others as inactive; nt = not tested or not shown. Cut-off read from the data, not from the text of the source, unless noted: active = inhibition above about 30%; inactive = the rest. Random draw from the library. Share with any hit: about 24%.

structure,CYP2C9 activ,PTPN22 act,E coli WT exp,CYP2C9 inhib,LYP inh 2,PostGolgi yeast,hDAT+cocaine,PostGolgi ctrl,PTK2B oligo ant
CC(C)CN1C(=O)c2ccccc2C1(O)Cc1ccccc1 (centres undefined),nt,2,nt,nt,-5,nt,-0.78,nt,0.51
O=C(Nc1ccccc1OC(F)F)c1ccc(Br)o1,0.8,-3,8,20,1,7,-2.5*,11,2.1
CS(=O)(=O)N(CC(=O)NCc1ccco1)c1ccc(Cl)c(C(F)(F)F)c1,1.3,8,-3,-28,-8,-6,-0.7,0,0.06
O=C(CNC(=O)c1ccc(Cl)cc1)OCC(=O)c1ccc2c(c1)OCCO2,1,5,0,-3,-5,0,nt,15,0.84
CC(=O)Nc1c(-c2ccccc2)nc2ncccn12,1,-4,3,-2,0,2,-0.066,9,nt
COc1ccc2cc(C(c3nnnn3C3CCCC3)N3CCCCCC3)c3nnnn3c2c1 (centres undefined),nt,-2,nt,nt,0,nt,-0.73,nt,2.2
COc1ccc(-c2cc(C(F)(F)F)c(C#N)c(SCC(=O)Nc3nc(C)co3)n2)cc1,0.8,4,-2,19,0,7,-0.42,5,1.5
Cc1cc(NC(=O)c2ccco2)ccc1-n1cnnn1,0.7,-9,32,31,11,17,0.62,-3,1.9
COc1ccc(/C=N/NC(=O)CCc2ccccc2)cc1O,0.9,9,-2,11,-6,3,-0.027,6,-0.55
O=C(CCCC(=O)NCC1CCCO1)NCC1CCCO1 (centres undefined),1.2,nt,4,-20,nt,-6,-0.0079,-4,0.58
O=C(CN1C(=O)C2CC=CCC2C1=O)NC1CCCc2ccccc21 (centres undefined),0.9,0,-12,5,-4,0,0.84,-1,-0.74
O=C(CCC(=O)Nc1ccc(Oc2ccccc2)cc1)NCCO,0.9,6,5,9,-8,0,-0.48,5,0.23

Single records (already shown):
COc1ccc(/C=N/NC(=O)CCc2ccccc2)cc1O as listed: CYP2C9 activ = 0.9; PTPN22 act = 9; E coli WT exp = -2; CYP2C9 inhib = 11; LYP inh 2 = -6; PostGolgi yeast = 3; hDAT+cocaine = -0.027; PostGolgi ctrl = 6; PTK2B oligo ant = -0.55
O=C(CCCC(=O)NCC1CCCO1)NCC1CCCO1 (centres undefined) as listed: CYP2C9 activ = 1.2; PTPN22 act = nt; E coli WT exp = 4; CYP2C9 inhib = -20; LYP inh 2 = nt; PostGolgi yeast = -6; hDAT+cocaine = -0.0079; PostGolgi ctrl = -4; PTK2B oligo ant = 0.58

(further entries)
structure,CYP2C9 activ,PTPN22 act,E coli WT exp,CYP2C9 inhib,LYP inh 2,PostGolgi yeast,hDAT+cocaine,PostGolgi ctrl,PTK2B oligo ant
Cc1ccc(-c2cc(C(=O)Nc3cc(C)on3)c3ccccc3n2)c(C)c1,0.2,2,-5,77*,-3,0,-0.79,37*,nt
CSCC[C@H](NC(=O)c1nn(C)c(=O)c2ccccc12)c1nc2ccccc2[nH]1,0.1,-1,3,94*,3,-19,0.55,6,-0.64
O=C(Nc1ccccc1)N1CCC(C(=O)N2CCN(S(=O)(=O)c3cccc(F)c3)CC2)CC1,1.1,2,nt,-13,-6,nt,-0.67,nt,1.3
Cc1cc(C)n2cc(CSc3nc4cc(Cl)ccc4o3)nc2n1,1.2,-4,17,-25,5,-2,4*,12,-0.34
CCn1c(CSc2nc(C)cc(C)n2)nnc1SCC(=O)Nc1cccc2ccccc12,1.4,9,6,-39,-13,4,-0.09,9,0.95
Cn1c(C(F)(F)F)nc2c(=O)oc3ccccc3c21,1,-5,-10,-3,4,-4,0.17,23,-0.13
CN(C(=O)c1ccc(-c2nn(C)c(=O)c3ccccc23)cc1)c1ccccc1,0.4,5,-2,62*,-3,8,0.16,12,0.46
COc1ccccc1OCC(=O)N(Cc1nc(-c2ccc(Cl)cc2)no1)C(C)C,1.6,8,-15,-64,-12,-8,-1.4,46*,nt
O=C(c1ccco1)N1CCN(C(c2ccccn2)c2nnnn2C2CCCC2)CC1 (centres undefined),nt,3,-5,nt,-6,-4,0.79,3,0.04
O=C(C1CCN(CCCc2ccccc2)CC1)N1CCCCC1,1,-3,6,-2,6,4,-0.38,7,0.68
CC1Cc2ccccc2N1C(=O)CCn1c(=O)oc2ccccc21 (centres undefined),0.2,0,5,77*,-2,-11,-0.21,7,nt
C=CCn1c(SCc2ccc3c(c2)OCO3)nc2scc(-c3ccco3)c2c1=O,0.8,16,-8,25,-14,-24,-1.2,-4,-0.14

A second format for part of the listing above:
Order of results: CYP2C9 activ	PTPN22 act	E coli WT exp	CYP2C9 inhib	LYP inh 2	PostGolgi yeast	hDAT+cocaine	PostGolgi ctrl	PTK2B oligo ant
> O=C(Nc1ccccc1)N1CCC(C(=O)N2CCN(S(=O)(=O)c3cccc(F)c3)CC2)CC1
 : 1.1	2	nt	-13	-6	nt	-0.67	nt	1.3
> O=C(c1ccco1)N1CCN(C(c2ccccn2)c2nnnn2C2CCCC2)CC1 (centres undefined)
 : nt	3	-5	nt	-6	-4	0.79	3	0.04
> Cc1cc(C)n2cc(CSc3nc4cc(Cl)ccc4o3)nc2n1
 : 1.2	-4	17	-25	5	-2	4*	12	-0.34
> CCn1c(CSc2nc(C)cc(C)n2)nnc1SCC(=O)Nc1cccc2ccccc12
 : 1.4	9	6	-39	-13	4	-0.09	9	0.95
> CSCC[C@H](NC(=O)c1nn(C)c(=O)c2ccccc12)c1nc2ccccc2[nH]1
 : 0.1	-1	3	94*	3	-19	0.55	6	-0.64
> Cc1ccc(-c2cc(C(=O)Nc3cc(C)on3)c3ccccc3n2)c(C)c1
 : 0.2	2	-5	77*	-3	0	-0.79	37*	nt

Going on with the list.
structure,CYP2C9 activ,PTPN22 act,E coli WT exp,CYP2C9 inhib,LYP inh 2,PostGolgi yeast,hDAT+cocaine,PostGolgi ctrl,PTK2B oligo ant
O=C(NCCN1CCOCC1)NC1(C(F)(F)F)Oc2ccccc2O1,1.1,10,-8,-10,-9,-1,-4.7,-13,0.73
CNC(=O)c1ccccc1NC(=O)c1cccc(S(=O)(=O)N2CCC(C)CC2)c1,0.3,nt,-6,73*,nt,4,0.13,16,-3.5*
O=C(N/C(=C/c1ccco1)C(=O)N1CCCCC1)c1cccs1,1.2,-13,-1,-23,16,-7,-0.74,27,-0.39
O=S(=O)(c1ccccc1)N1CCN(Cc2cccc(Cl)c2)CC1,0.4,3,-1,61*,1,2,0.003,8,-1.1
CCCCc1c(O)nc(SCCC(=O)O)[nH]c1=O,1,-1,3,3,-2,-10,-0.65,-4,nt
CCC(Sc1nc(=O)cc(N)n1CCc1ccccc1)C(=O)Nc1ccccc1C#N (centres undefined),0.8,13,9,24,-13,-5,0.66,-7,0.1
CCCN(CC1CC1)c1nc(N)c(C#N)c(CC#N)c1C#N,0.8,-6,-2,24,3,9,-0.0045,0,-0.14
Cc1cc(C)cc(OCC(=O)Nc2ccc(F)cc2)c1,1,-9,7,0,6,-1,-1,6,-0.65
N#Cc1c(NC(=O)CCC(=O)O)sc2c1CCCC2,0.7,-6,-4,25,6,-6,-0.026,0,0.71
COC(=O)c1ccc(NC(=O)C2CCCN2S(=O)(=O)c2ccc(F)cc2)cc1 (centres undefined),nt,-9,nt,nt,5,nt,0.77,nt,-0.55
CNC(=O)CSc1nnnn1CCCOC,1.3,5,-2,-26,-6,12,0.04,2,1.8
CC(=O)Nc1ccc(S(=O)(=O)N2CCN(Cc3ccccn3)CC2)cc1,0.8,-4,12,23,5,-8,-1.1,-5,0.51

The results go on:
structure,CYP2C9 activ,PTPN22 act,E coli WT exp,CYP2C9 inhib,LYP inh 2,PostGolgi yeast,hDAT+cocaine,PostGolgi ctrl,PTK2B oligo ant
COc1ccc(CCN(C(=S)Nc2ccccc2)C2CC(=O)N(c3ccccc3)C2=O)cc1 (centres undefined),1,0,-4,-5,5,8,-1.7,13,-0.5
CCCCc1nccn1CCn1ccnc1CCCC,1.1,5,7,-10,-6,1,0.97,-5,0.91
CN(CC(=O)Nc1ccccc1C(=O)N1CCCC1)S(=O)(=O)c1ccc(Br)cc1,0.5,-4,2,46,6,9,0.73,3,0.52
O=C(CN1CCN(Cc2ccc(F)cc2Cl)C1=O)NCCCN1CCOCC1,0.9,-7,8,10,6,-14,0.029,3,nt
CC(=O)Nn1c(-c2ccccc2)cc2ccccc21,0.6,2,3,36,-3,6,0.024,-2,-0.89
Cc1ccc(C(C(=O)NC2CCCC2)N2CCCCC2)cc1 (centres undefined),1,nt,3,1,nt,2,-1.9,11,nt
CC1CC(C)CN(c2oc(-c3ccccc3Cl)nc2C#N)C1 (centres undefined),0.9,-6,-13,11,2,-1,-0.79,10,0.35
CC(=O)N1c2ccccc2C(C)(c2ccccc2)CC1(C)C (centres undefined),0.5,8,2,54*,-5,-5,0.18,15,-0.18
Cc1cc(C)c(S(=O)(=O)NCc2ccc3c(c2)cc(C)n3C)c(C)c1,0.9,-14,-7,10,11,-7,-0.16,23,nt
CC(C)OCCCNC(=O)C1CCC(=O)N1C(C)C (centres undefined),1.1,-3,5,-8,1,2,0.024,0,0.76
CCOC(=O)c1cc(C(C)(C)C)oc1CN,nt,nt,0,nt,nt,6,-0.49,10,-0.05
CCn1c(NCc2ccc(N(C)C)cc2)nc2ccccc21,1.2,10,11,-16,-3,2,1.8,-6,0.66
O=C1OCCN1CCN(CN1C(=O)CCC1=O)CN1C(=O)CCC1=O,1,-9,-3,-1,6,4,-1.4,4,0.13
Cc1nc(SCC(=O)OCc2ccccc2)c2c(=O)n(C)c(=O)n(C)c2n1,0.9,-2,2,10,0,-1,-0.9,23,nt
